NOD2-RIPK2 inh = inhibitors of human NOD2-RIPK2 interaction. O43353. CHO BLA complementation NOD2-RIPK2, CCF4 ratio. inhibition, % at 4.98 µM. 360,000 tested, 0.38% active. AID 624267; in the data active = inhibition above about 21%;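 also: 0% = vehicle only and 100% = reference blocker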
Target sequence (O43353 whole entry, looked up): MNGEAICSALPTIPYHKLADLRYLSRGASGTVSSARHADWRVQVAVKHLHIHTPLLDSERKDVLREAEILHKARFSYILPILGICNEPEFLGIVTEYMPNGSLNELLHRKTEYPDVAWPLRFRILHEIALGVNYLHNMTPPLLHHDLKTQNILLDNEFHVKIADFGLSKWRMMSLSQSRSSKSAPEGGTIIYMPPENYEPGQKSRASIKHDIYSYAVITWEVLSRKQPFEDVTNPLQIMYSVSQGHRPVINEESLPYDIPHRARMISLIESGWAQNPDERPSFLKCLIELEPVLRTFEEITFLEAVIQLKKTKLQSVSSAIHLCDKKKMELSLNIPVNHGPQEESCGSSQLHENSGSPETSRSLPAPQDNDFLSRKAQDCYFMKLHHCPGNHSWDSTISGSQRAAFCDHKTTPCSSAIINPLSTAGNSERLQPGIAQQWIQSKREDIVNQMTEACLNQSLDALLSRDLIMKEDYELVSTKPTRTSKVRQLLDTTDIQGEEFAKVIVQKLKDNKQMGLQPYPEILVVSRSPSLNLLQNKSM
TWEAK-Fn14 inh = blocks TWEAK-Fn14 interaction in a reporter cell assay; TWEAK-stimulated Fn14 reporter cells, luciferase luminescence, 8 h; inhibition, % at 10 µM; 360,000 tested, 2% active; in the data active = inhibition above about 50%
NCOA2 inhibitor = inhibits human steroid receptor coactivator 2. AID 651957. HEK293 GAL4-SRC2 luciferase reporter, luminescence. 370,000 tested, 0.17% active. inhibition, % at 9 µM;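 active = inhibition above the mean inhibition of all tested compounds plus 3 SD, set per campaign, cut at about 52% in these data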;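 also: 0% = DMSO treated cells and 100% = cells given Gossypol at 36 µM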
ABHD5-PLIN5 inh = ABHD5-PLIN5 protein interaction inhibition. Q00G26+Q8WTS1. Split G. princeps luciferase complementation, luminescence, 4 h. inhibition, % at 4 µM. 360,000 tested, 0.78% active. AID 602281;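 active = inhibition above the mean inhibition across every tested compound plus 3 SD, cut at about 22% in these data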;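 also: 0% = DMSO only wells and the 100% control is not disclosed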
LRH-1 inv ag = inverse agonists of human LRH-1 (NR5A2); O00482; HEK293T StAR-luciferase reporter, LRH-1 transfected, 24 h; inhibition, % at 3.6 µM; 360,000 tested, 0.13% active;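 active = inhibition above the mean inhibition of all tested compounds plus 3 SD, cut at about 73% in these data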;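 also: 0% = DMSO wells and 100% = reporter-only cells lacking LRH-1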
TROY signal inh = TROY signaling inhibition | Q293 LMP1-TROYcd NF-kB luciferase reporter, 4 h | inhibition, % at 10 µM | 360,000 tested, 0.98% active | AID 1347056;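 active = compounds whose plate-normalised and pattern-corrected inhibition of the luciferase reporter signal at the single screening dose is 50% or more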
TLR9-MyD88 block = TLR9-MyD88 interaction inhibition; CHO BLA complementation TLR9-MyD88, CCF4 FRET ratio; inhibition, % at 4.98 µM; 340,000 tested, 0.21% active;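 active = inhibition above the mean over all tested compounds plus 3 SD, cut at about 21% in these data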;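 also: 0% = DMSO only wells and 100% = clavulanate BLA inhibitor control wells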
NR2F2 inh = blocks human COUP-TFII nuclear receptor; P24468; HEK293T NGFI-A luciferase reporter, luminescence; inhibition, % at 8.6 µM; 370,000 tested, 0.7% active;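 active = inhibition above a per-plate cutoff, mean inhibition of test wells between control levels plus 3 SD, cut at about 38% in these data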;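 also: cells cotransfected with COUP-TFII expression vector driving the NGFI-A reporter; 0% = median of COUP-TF2 test wells and 100% = reporter-only cells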
Target sequence (P24468 whole entry, looked up): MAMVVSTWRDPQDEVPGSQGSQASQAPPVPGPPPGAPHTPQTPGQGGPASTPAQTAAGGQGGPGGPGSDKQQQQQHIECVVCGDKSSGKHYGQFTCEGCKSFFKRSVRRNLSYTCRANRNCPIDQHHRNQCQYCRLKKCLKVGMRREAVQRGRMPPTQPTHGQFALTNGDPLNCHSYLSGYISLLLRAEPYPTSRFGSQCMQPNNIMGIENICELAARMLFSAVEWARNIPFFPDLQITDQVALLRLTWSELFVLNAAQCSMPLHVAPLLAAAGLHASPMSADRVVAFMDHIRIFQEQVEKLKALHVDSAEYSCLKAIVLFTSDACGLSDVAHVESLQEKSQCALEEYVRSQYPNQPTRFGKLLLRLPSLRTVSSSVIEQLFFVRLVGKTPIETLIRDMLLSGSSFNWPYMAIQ
NCOA1 inh = human NCOA1 inhibition. HEK293 GAL4-SRC1 luciferase reporter, luminescence. inhibition, % at 3.6 µM. 360,000 tested, 0.12% active. AID 588354;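 active = inhibition above the campaign mean plus 3 SD, with each screening campaign given its own cutoff, cut at about 60% in these data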;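 also: 0% = DMSO treated cells and 100% = gossypol at 36 µM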
Exocytosis inh = blocks lytic granule exocytosis | AID 651702 | 360,000 tested, 0.66% active | inhibition, % at 10 µM | TALL-104 LAMP-1 surface exposure, flow cytometry; cells stimulated with thapsigargin and PMA;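 active = inhibition above about 55%, limit read from the data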
NCOA3 inh = inhibits human SRC3 coactivator; Q9Y6Q9; HEK293 GAL4-SRC3 luciferase reporter, luminescence; inhibition, % at 3.6 µM; 360,000 tested, 0.17% active; AID 588352;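 active = inhibition above a per-campaign cutoff, the mean of all compounds plus 3 SD, cut at about 60% in these data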;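 also: 0% = DMSO-treated cells and 100% = gossypol-treated cells at 36 µM; higher means less SRC3-driven luciferase light from the GAL4 reporter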
* hit, by the source's call; x = no result given. Some of the compounds tested; rates above refer to the full screens.

mol,NCOA1 inh,Exocytosis inh,NOD2-RIPK2 inh,TWEAK-Fn14 inh,ABHD5-PLIN5 inh,TLR9-MyD88 block,NCOA3 inh,TROY signal inh,NCOA2 inhibitor,NR2F2 inh,LRH-1 inv ag
CCC1(c2ccccc2)NC(=O)N(C)C1=O (stereo not given),1,-8,-16,-3,-2,-8,9,10,-7,18,16
COc1cc(C(=O)N2CCCCC2)ccc1OCC(=O)Nc1ccc(F)cc1,-9,1,6,-14,1,7,1,-14,-10,-2,9
Cc1ccc(S(=O)(=O)Nc2ccccc2C(=O)Nc2nc(-c3ccc(F)cc3)cs2)cc1,36,2,1,93*,-4,9,58,75*,37,66*,53
CCC(=O)Nc1ccc(C(=O)Nc2c[nH]c(=O)[nH]c2=O)cc1,-13,-5,-10,-6,-3,-6,-10,-8,-2,5,-21
O=C(CSc1nccn1-c1ccc(Cl)cc1)Nc1ccc2c(c1)OCO2,-10,-2,-9,-1,0,-6,0,-3,21,20,-14
Cc1cc(/C=N/Nc2ccc([N+](=O)[O-])cn2)c(C)n1-c1ccccc1,-32,-3,5,-9,-3,11,-56,8,-49,-6,-39
CCN(C(=O)COc1cc(OC)ccc1C(C)=O)C1CCS(=O)(=O)C1 (stereo not given),-5,-2,5,4,-3,-2,6,-16,2,-1,-3
CC(C)OCCCNC(=O)C1CCC(CNS(=O)(=O)c2ccc(Cl)cc2)CC1 (stereo not given),4,-3,-10,4,8,5,17,1,6,-27,7
Cc1ccc(/C([O-])=C(/C(=S)NCCN2CCOCC2)[n+]2ccccc2)cc1[N+](=O)[O-],5,-3,-10,12,9,3,6,9,-37,5,3
CCOc1ccc(C(=S)NC2CCCCC2)cc1OCC,-11,-22,-5,-21,-7,-8,-9,-9,17,-31,4
COCC1CCN(C(=O)c2oc3c(F)cccc3c2C)C1 (stereo not given),-29,-1,-1,-19,-1,-9,-16,-20,-8,-16,-10
Cc1ccc(S(=O)(=O)NCC(c2ccc3c(c2)OCO3)N2CCOCC2)cc1 (stereo not given),9,2,4,3,-5,-5,-1,-26,-7,-15,-1
Cc1cccc(N(CC(O)CON=C2c3ccccc3-c3ccccc32)S(C)(=O)=O)c1 (stereo not given),10,12,-4,34,4,9,18,25,-22,12,26
O=C1O[C@H](CO)[C@@H](O)[C@H](O)[C@H]1O,10,-4,-12,6,-5,-2,-9,-5,17,18,23
CCN(CC)C(=O)c1ccc(COc2ccccc2Cl)cc1,-7,-2,7,-52,-6,0,-10,-72,-49,-5,-20
COc1ccccc1CNC(=O)[C@@H]1CCCN1C(=O)C1CCN(S(=O)(=O)c2ccc(C)cc2)CC1,16,-1,-1,-9,-6,-10,16,-1,3,-10,-14
CCN1CCN(S(=O)(=O)c2ccc(Cl)c(C(=O)NC3CC3)c2)CC1,12,24,-18,-6,0,0,2,0,1,-9,14
COc1ccc(Cl)cc1S(=O)(=O)N1CCC(C(=O)NC2CCCC2)CC1,-5,-2,-9,-5,-4,-2,-2,1,-7,-7,-6
CC(=O)N1CCN(C(=O)c2ccc(S(=O)(=O)Nc3cccc(C(F)(F)F)c3)cc2)CC1,19,-5,-14,-5,-7,-17,-9,10,20,6,7
CCN(CC)S(=O)(=O)c1cccc(C(=O)OCC(=O)NCc2ccccc2OC)c1,-6,-5,1,-7,4,-2,-8,-9,-7,1,-28
NC(=O)COc1ccc2c3c(c(=O)oc2c1)CCCCC3,-12,-1,-6,-30,-1,-7,-11,-11,x,x,47
CSc1nc2nc3c(c(=O)n2[nH]1)CCCC3,-28,-2,7,-15,2,12,14,19,-29,-4,8
CCN(CC(=O)Nc1ccc(OC)cc1)C(=O)c1ccc(N2C(=O)CCC2=O)cc1,11,-3,-9,13,-14,2,-3,-9,-3,-8,-12
COc1ccccc1C(=O)N/C(N)=N/c1nc2ccccc2o1,-52,-1,7,-21,-7,3,-55,-46,-16,5,-24
CCOc1ccc(C(CC(=O)O)NC(=O)c2sc3ccccc3c2Cl)cc1 (stereo not given),3,-2,-7,-23,0,0,10,0,0,12,-11
CCOc1ccc(NC(=O)Cn2ncc3ccccc32)cc1,-22,-7,-5,-4,-6,-4,-54,-53,-26,-26,-61
Cc1ccc(S(=O)(=O)NCCC(=O)N2CCCCCCC2)cc1C,0,0,6,6,-1,-4,5,-8,4,0,3
COc1ccc(S(=O)(=O)N2CCCOC2CNC(=O)C(=O)NCCCN2CCOCC2)cc1C (stereo not given),-14,-6,-5,-4,-5,-8,22,-8,4,-13,12
O=C(C1CC1)N1CCc2cc(Br)cc(S(=O)(=O)NCc3ccccn3)c21,0,1,-8,-14,2,-2,9,-2,-1,12,-10
Cc1ccccc1CN(C)CC(=O)NC(C)CCc1ccccc1 (stereo not given),16,-3,2,-4,6,-1,3,3,-11,13,14

Remaining list, next part
mol,NCOA1 inh,Exocytosis inh,NOD2-RIPK2 inh,TWEAK-Fn14 inh,ABHD5-PLIN5 inh,TLR9-MyD88 block,NCOA3 inh,TROY signal inh,NCOA2 inhibitor,NR2F2 inh,LRH-1 inv ag
CCOC(=O)C1CCN(c2ncnc3c2c(-c2ccccc2)cn3-c2ccc(C)cc2)CC1,-3,0,1,-24,-2,6,8,20,-9,13,-13
Cn1c(N2CCCCC2)cc(=O)n(C)c1=O,-74,-3,-2,-4,3,-2,10,-6,-24,2,-12
Cc1ccc([C@@H]2C[C@H]3[C@@H](CN2S(=O)(=O)c2ccc(Cl)cc2)C(=O)C[C@@H](c2cccc(Cl)c2)N3S(=O)(=O)c2ccc(C)cc2)cc1,3,0,1,-24,-5,-3,2,5,3,14,-2
Cc1ccc(C(=O)NCC(=O)N2CCCN(S(=O)(=O)c3ccc(C)cc3)CC2)cc1,9,-3,9,4,11,-4,14,-6,-6,10,4
CCOC(=O)C1=C(C)Nc2ncnn2C1c1ccc2c(c1)OCO2 (stereo not given),-46,5,-4,0,4,-3,13,7,1,8,-12
O=C(O)/C(=C/c1ccc(Cl)c([N+](=O)[O-])c1)c1ccc(S(=O)(=O)N2CCCCC2)s1,5,4,2,11,-5,1,-18,12,17,11,5
CC(=O)c1c(N2CCN(Cc3ccc4c(c3)OCO4)CC2)nc(=S)n(-c2ccccc2)c1C,2,0,-10,-2,-14,-9,7,1,16,-10,0
COc1ccc(Nc2cccccc2=O)cc1,-30,4,-10,-9,0,-1,-6,-44,-27,-8,-63
COc1cc(/C=N/NC(=O)c2ccc(N3CCCC3=O)cc2)ccc1O,-53,-4,-9,-6,-1,-4,6,12,-2,-27,-3
Cc1ccc(C(C(=O)NC2CCCC2)N(C(=O)CNC(=O)c2ccco2)c2ccccc2)o1 (stereo not given),6,9,3,14,-4,-9,-40,5,19,-8,-29
CCc1nc2ccc(C(=O)Nc3cccc(OC)c3)cn2c1N(CC)CCN(C)C,-11,0,-1,-25,1,x,6,-6,-12,4,-6
Cc1ccccc1OC(C)C(=O)Nc1ccc(S(=O)(=O)Nc2nccs2)cc1 (stereo not given),-7,16,-8,25,-7,-14,-18,17,-12,-5,-22
COc1ccccc1C(=O)N(C1=NC(C)CS1)c1ccc(Cl)cc1 (stereo not given),-4,-8,5,11,-2,-9,-46,1,-18,-10,13
O=S(=O)(NC1=NCCCCC1)c1ccccc1Cl,5,-1,-2,8,5,6,0,4,-2,12,3
NC(=O)COC(=O)c1ccc(C(=O)C(=O)c2ccccc2)cc1,-9,-1,0,-1,-2,x,0,-7,-17,-10,5
Cc1nn(C(C)C(=O)Nc2ccc(Cl)cn2)c(C)c1[N+](=O)[O-] (stereo not given),-8,0,8,8,-1,11,0,-7,10,18,-1
COc1ccc(CNS(=O)(=O)c2cc(-c3cc(C)no3)ccc2C(C)C)cc1,-21,1,12,-4,-6,0,13,-13,4,7,25
Brc1ccc(CNc2nc3ccccc3n2CCN2CCCCC2)cc1,14,10,4,-3,-1,2,0,7,-48,5,-27
Cc1ccccc1N1C(=O)C2C3CC(=O)C(c4ccccc43)C2C1=O (stereo not given),-16,-7,-8,1,-1,-7,4,-1,3,8,-22
O=C(CCN1C(=O)/C(=C/c2cccs2)SC1=S)Nc1cccc(O)c1,6,27,3,6,3,-11,-2,54*,-19,1,9
Brc1ccc(-c2csc(-c3c[nH]c4ccccc34)n2)cc1,-49,2,1,16,-5,-2,-30,-57,-71,-31,-56
CC1(C)CC(=O)CC(=Nc2ccc3[nH]c(=O)[nH]c3c2)C1,9,-1,-13,2,2,-7,19,-23,-2,16,8
CCOC(=O)COc1ccc2c(c1)c(C(C)=O)c(C)n2-c1ccccc1,-18,41,-3,-17,1,0,-18,-5,8,-1,-6
O=C(CCC1CCCN(c2ncccn2)C1)N1CCN(c2ccccn2)CC1 (stereo not given),14,-2,-4,-12,-1,-2,27,3,-29,-13,-3
CC(=O)N(Cc1ccc(F)cc1)C1=C(NCc2ccccc2)C(=O)c2ccccc2C1=O,24,15,1,51*,-12,-4,63*,38,x,x,40
CC(=O)N/N=C(\C)c1ccc2c(c1)OCCO2,-24,0,-5,-11,4,-13,15,-27,13,0,-5
COc1ccccc1NC(=O)Cn1ncc2c1-c1ccccc1OC2,5,-6,-8,-2,4,-7,16,2,-45,18,7
CC(C)=CCCC(C)CN1CCC(N2CCC(C(=O)NC(C)C)CC2)CC1 (stereo not given),7,17,-3,8,2,6,18,2,9,0,9
Cc1ccccc1CSc1nnc(C)c(=O)n1N,-18,14,-4,10,-1,-3,8,0,-2,-23,7
O=C(CSc1cn(CCNC(=O)c2cccs2)c2ccccc12)NC1CCCC1,-3,2,-2,2,12,2,3,15,7,22,16

Next section.
mol,NCOA1 inh,Exocytosis inh,NOD2-RIPK2 inh,TWEAK-Fn14 inh,ABHD5-PLIN5 inh,TLR9-MyD88 block,NCOA3 inh,TROY signal inh,NCOA2 inhibitor,NR2F2 inh,LRH-1 inv ag
CC1C=CCC2C(=O)N(c3ccc(Cl)cc3O)C(=O)C12 (stereo not given),2,-4,1,-2,6,-1,2,20,9,3,8
COc1ccc(OC)c(-c2csc(NC(=O)C3=COCCO3)n2)c1,-31,-5,4,-8,4,0,-11,-6,-17,-5,-6
Cn1nccc1C(=O)Nn1cnnc1,-30,6,-4,11,1,-1,7,-6,-33,-5,6
COc1ccc(CC(=O)O/N=C(\N)c2ccncc2)cc1,-18,-5,-3,-8,-1,-6,13,-1,-15,9,2
Cc1nnc(N2C(=O)c3cccc4c([N+](=O)[O-])ccc(c34)C2=O)s1,-24,86*,91*,-35,8,80*,-6,44,-80,-13,-1
CC(=O)c1cc(CN2CCN(Cc3ccccc3)C(CCO)C2)cs1 (stereo not given),12,-2,6,10,-9,-2,5,3,14,8,12
COc1cccc(NC(=O)c2cc([N+](=O)[O-])ccc2N2CCN(C)CC2)c1,-6,1,0,-14,5,-1,2,-11,6,5,10
Cc1ccccc1N=C1SC(CC(=O)Nc2ccc3ccccc3c2)C(=O)N1Cc1ccccn1 (stereo not given),-14,14,-1,72*,6,6,-1,27,7,-6,-3

Screening results (PubChem)
